Source: PubChem
BRCA1 expr act: qHTS Assay to Identify Small Molecule Activators of BRCA1 Expression; 380,000 compounds, 1.1% hits; Potency, µM (doses to about 46.1 µM), inactives show top-dose activation, actives largely listed as activators; MCF7-BRCA1-FFLuc reporter, luminescence, 48 h; response scale: scaled: vehicle 0%, 10 µM genistein 100%; also: potency is read from the fitted curve at half-maximal effect; nearly all actives have a fitted effect of over 80% in size; some results filed as inactive show a strong effect at the top dose
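Luminescence from a BRCA1-driven firefly luciferase in MCF7 cells was read after 48 h compound exposure at 37 C. Data normalized against DMSO and a 10microM genistein activation control, then curve-fitted across the titration.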
A-T KAP1 phos: qHTS Assay for Identifying a Potential Treatment of Ataxia-Telangiectasia; […] A-T fibroblasts, KAP-1 phosphorylation AlphaLISA; neocarzinostatin DNA damage 30 min before lysis; Potency, µM (doses to about 57.5 µM), for the others: at the top dose activation, most hits filed as activators; 320,000 compounds, 0.19% hits; AID 485349, 2010; also: potency is read from the fitted curve at half-maximal effect; % of control where 0% means no effect; nearly all actives have a fitted effect of over 45% in size
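ATM-like activity read as KAP-1 phosphorylation via AlphaLISA donor/acceptor antibody pairs after lysis and 6 hr at 25C. Cells were ATM-null patient fibroblasts ([…], hTERT), dosed 60 min, then exposed to the DSB inducer NCS for 30 min.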
a7 integrin act: qHTS for Activators of Integrin-Mediated Alleviation for Muscular Dystrophy | alpha7betagal myoblasts, beta-gal FDG fluorescence, 48 h | Potency, µM (doses to about 38.3 µM), without a hit: at the highest dose activation, hits mostly activators | 350,000 compounds, 0.064% hits | AID 624291, 2012;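 also: potency is read from the fitted curve at half-maximal effect; 100% = response of the positive control SU9516; nearly all actives have a fitted effect of over 60% in size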
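alpha7betagal+/- myoblasts (passage 13, 250/well) treated 48 h at 37C with compounds at 1:260 dilution of DMSO stock. Lysed, then beta-galactosidase activity read as FDG fluorescence (ex 480/em 540) after 30 min, with pre-read for autofluorescence.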
ELG1 repair inh: qHTS screen for small molecules that inhibit ELG1-dependent DNA repair in human embryonic kidney (HEK293T) cells expressing luciferase-tagged ELG1 | 330,000 compounds, 2.3% hits | Potency, µM (doses to about 46.1 µM), without a hit: top-dose activity change, negative = inhibition, most hits filed as inhibitors | HEK293T ELG1-luciferase reporter, luminescence, 16 h; DNA damage induced by 5-fluorouridine | AID 504467, 2011; also: potency is read from the fitted curve at half-maximal effect; % is scaled to controls: 0 for no effect and ±100 for the full control effect; nearly all actives have a fitted effect of over 55% in size
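In this reporter screen, reduction of luminescence relative to DMSO vehicle indicated activity. Compounds and 5-fluorouridine were added together to 2,000 cells per well, incubated for 16 hr at 37 °C, then developed with ONE-Glo.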
B2AR arrestin: qHTS assay of beta-arrestin-biased ligands of beta2-adrenergic receptor; Potency, µM (highest dose often 46.1 µM), for inactives: top-dose activation, usual class: activators; AID 492947, 2010; beta-arrestin recruitment to beta2AR, cell-based reporter; 330,000 compounds, 0.02% hits;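 also: potency is read from the fitted curve at half-maximal effect; 0% = DMSO controls and full agonism = EC100 isoproterenol or metaproterenol; nearly all actives have a fitted effect of over 65% in size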
TCR act: Activators of T cell receptors: qHTS campaign; Potency, µM (titrated, usually from 9.22 µM), for the others: top-dose activation of IL-2 secretion, actives largely listed as activators; AID 504894, 2011; 330,000 tested, under 10 active; primary human leukocytes, anti-CD3, IL-2 HTRF, 48 h; also: % of control where 0% means no effect
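1) Mix primary human leukocytes, a-CD3 beads and compound. 2) Incubate 48 hr. 3) Add HTRF IL-2 reagents (a-IL-2-K, a-IL-2-d2).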
TSG101-PTAP inh: qHTS Assay for Iinhibitors of HIV-1 Budding by Blocking the Interaction of PTAP/TSG101; Tumor susceptibility gene 101 protein (Homo sapiens), Q99816; Fluorescence polarization, FITC-PTAP peptide / Tsg101 binding; Potency, µM (titrated, usually from 115 µM), without a hit: at the highest dose activity change, negative = inhibition, actives largely listed as inhibitors; 340,000 tested, under 10 active; active = well fitted inhibition curve with a large enough effect in the main read-out, with a control signal flat, not every such curve was filed as active; inconclusive = small, poorly fitted or top-dose-only effect, or effect the other way, or a change in a side signal; inactive = no such curve, though single readings can be large or run the other way; also: potency is read from the fitted curve at half-maximal effect; % of control where 0% means no effect
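Fluorescence anisotropy tracks displacement of a FITC-tagged PTAP peptide (50 nM) from the Tsg101 binding domain (10 uM), following a 20 min room-temperature incubation at pH 7.5.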
p53 reactivator: qHTS assay for re-activators of p53 using a Luc reporter | Potency, µM (doses to about 92.2 µM), inactives show top-dose activity change, positive = activation, usual class: activators | H1299 p53-A138V BP100-luciferase reporter, luminescence, 24 h | 320,000 compounds, 0.063% hits | AID 504706, 2011; also: potency is read from the fitted curve at half-maximal effect; % of control where 0% means no effect; nearly all actives have a fitted effect of over 45% in size
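H1299 (p53-null), stable ts p53-A138V + BP100-Luc; 1000 cells/well, Opti-MEM/10% FBS; cpd 4 pt, 1:5; 24 h, 37 deg C, 5% CO2; detection reagent 10 min RT; luminescence.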
MLL CXXC-DNA inh: qHTS Fluorescence Polarization Assay for Inhibitors of MLL CXXC domain - DNA interaction. Histone-lysine N-methyltransferase 2A (Homo sapiens), Q03164. MLL-CXXC / FITC-HOXA9 DNA fluorescence polarization. Potency, µM (series often up to 115 µM), inactives show at the highest dose activity change, negative = inhibition, actives largely listed as inhibitors. 290,000 compounds, 0.037% hits. AID 2662, 2010; active = well fitted inhibition curve with a large enough effect in the polarisation, with a control signal flat, not every such curve was filed as active; inconclusive = small, poorly fitted or top-dose-only effect, or effect the other way, or a change in a side signal; inactive = no such curve, though single readings can be large or run the other way; the % refers to the polarisation; also: potency is read from the fitted curve at half-maximal effect
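Purified MLL-CXXC (added from a 7 uM solution) was preincubated 5 min at ambient with pinned compounds in 50 mM Tris-HCl pH 7.5, 50 mM NaCl, 1 mM DTT, 0.05% BSA. Fluorescein-labeled HOX-A9 DNA (50 nM solution) followed, 30 min, then polarization read.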
TRPV1 ag: HTS Assay for Compounds that Act as Agonists of the Vanilloid Receptor 1. TRPV1-expressing cells, Fluo-8 calcium influx, agonist mode. 320,000 compounds, 0.19% hits. AID 540275, 2011. Transient receptor potential cation channel subfamily V member 1 (Homo sapiens), Q8NER1. activation, % at 8.33 µM; in the data active = activation above about 80%; inconclusive = between about 30% and that limit; also: 0% is about no effect
Target sequence (Q8NER1 whole entry, looked up): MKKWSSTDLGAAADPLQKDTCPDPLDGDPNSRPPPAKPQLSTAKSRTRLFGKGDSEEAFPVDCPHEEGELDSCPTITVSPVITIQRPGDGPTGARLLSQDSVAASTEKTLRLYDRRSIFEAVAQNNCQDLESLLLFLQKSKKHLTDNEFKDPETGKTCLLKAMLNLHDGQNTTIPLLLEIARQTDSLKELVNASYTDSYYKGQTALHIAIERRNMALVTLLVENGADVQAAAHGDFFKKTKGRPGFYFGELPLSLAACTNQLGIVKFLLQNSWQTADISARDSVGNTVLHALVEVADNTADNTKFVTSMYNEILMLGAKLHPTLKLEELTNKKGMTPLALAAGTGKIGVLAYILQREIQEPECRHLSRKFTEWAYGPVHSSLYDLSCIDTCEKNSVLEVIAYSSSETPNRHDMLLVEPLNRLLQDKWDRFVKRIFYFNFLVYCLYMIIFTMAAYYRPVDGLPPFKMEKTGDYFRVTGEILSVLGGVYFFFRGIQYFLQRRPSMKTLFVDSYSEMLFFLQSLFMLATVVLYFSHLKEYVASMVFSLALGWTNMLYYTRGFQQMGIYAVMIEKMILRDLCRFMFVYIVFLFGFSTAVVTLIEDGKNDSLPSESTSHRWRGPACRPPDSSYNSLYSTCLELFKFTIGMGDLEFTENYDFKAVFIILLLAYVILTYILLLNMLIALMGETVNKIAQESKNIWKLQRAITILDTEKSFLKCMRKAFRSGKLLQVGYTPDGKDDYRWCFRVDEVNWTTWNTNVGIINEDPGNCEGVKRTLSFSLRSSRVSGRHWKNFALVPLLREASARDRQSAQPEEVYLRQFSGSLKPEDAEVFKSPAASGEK
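Fluo-8 calcium influx in TRPV1-expressing cells, kinetic read (ex 480/em 520 nm). Compound added and read 3 min for agonist activity, followed by capsaicin at EC20 final and 2 min further read for enhancement.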
Numbers without * were called inactive; ? = inconclusive; nt = not tested or not shown; [ ] = dose if it differs, or a comment. Unless noted, calls follow the shape of the dose curve; as a rule, active = well fitted curve in the direction sought with a large enough effect; inconclusive = small, poorly fitted or top-dose-only effect, or another doubt; inactive = no such curve, though single readings can be large; an effect the other way counts as inactive or inconclusive.

SMILES | BRCA1 expr act | A-T KAP1 phos | a7 integrin act | ELG1 repair inh | B2AR arrestin | TCR act | TSG101-PTAP inh | p53 reactivator | MLL CXXC-DNA inh | TRPV1 ag
CCCOC(=O)c1ccc(NC(=O)C2CCCO2)cc1 (configuration not stated) | 11µM* | 7% | -5% | ? | 0.4% | 0% | -6% | ? | 3% | -3
COc1ccccc1N1CCN(C(=O)c2ccc(Br)s2)CC1 | 6% | 10% | -12% | 1% | -0.2% | 2% | -13% | 11% | 2% | ?
COc1ccccc1N1CCN(C(=O)CN(C2CCCCC2)S(C)(=O)=O)CC1 | 4% | -5% | 6% | -3% | -0.3% | -9% | 1% | 0% | -9% | -2
CSc1ccc(Cl)c(C(=O)NC2CCCC2)c1 | 1% | 4% | -1% | -2% | -0.1% | -8% | -3% | 1% | -9% | 1
O=C(/C=C/c1ccccc1)Nc1cccc(S(=O)(=O)Nc2ccccc2F)c1 | 26% | -2% | 19% | -5% | -1.4% | -1%[46.1 µM] | -5% | 17% | 1% | 5
O=C(O)COc1ccc(C(=O)c2ccccc2)cc1 | 6% | 2% | 17% | -12% | 3.8% | 3% | -3% | -2% | -1% | 2
CC(=O)[C@@]1(O)CC[C@H]2[C@@H]3CCC4=CC(=O)CC[C@]4(C)[C@H]3[C@@H](O)C[C@@]21C | -6% | 2% | nt | 21% | 0.3% | 5% | -8% | -2% | -6% | 1
Cc1cc(C)cc(NC(=O)Nc2cc(-c3ccccc3)nn2C)c1 | -26% | -5% | -18% | 9% | 3.7% | 2% | -3% | 7% | -11% | -1
Nc1cc(S(=O)(=O)Nc2ccccc2Cl)ccc1N1CCCC1 | 10% | 0% | 7% | -8% | -0.1% | -2% | -2% | -3% | 5% | 3
COC(=O)CCCC1=CC2=CC(=O)C(C)(OC(=O)c3cccs3)C(=O)C2=CN1C1CCCCC1 (configuration not stated) | -12% | 25µM* | 11% | 12% | 0.1% | -3% | -9% | 0% | -5% | 6
CC(C)(C)CC(=O)Nc1cc2c3c(c1)CCC(=O)N3CCC2 | -2% | 10% | -35% | 0% | -0.1% | -9% | 0% | -1% | 21% | -1
CCCCn1nnnc1SCC(=O)N(CC)CC | 0% | 3% | -11% | 10% | -0.1% | -5% | -8% | 3% | 4% | -1
O=C(CNS(=O)(=O)c1ccc([N+](=O)[O-])cc1)N/N=C\c1ccc(O)cc1 | -20% | 8% | 0% | ? | -0.2% | 5% | -4% | 0% | -3% | -6
CN(CC(=O)Nc1ccc(OC(F)F)cc1)S(=O)(=O)/C=C/c1ccccc1 | -8% | 2% | -35% | -12% | -0.2% | 2% | -1% | -2% | nt | nt
O=C(NC(=S)Nc1nc2c(ccc3ccccc32)s1)c1cccs1 | -16% | 2% | -15% | 7% | -0.2% | -5%[46.1 µM] | -2% | -8% | -7% | 6
C=CCNc1nc(Nc2ccc(OC)cc2)nc(OC)n1 | 1% | nt | 10% | nt | nt | -47% | -2% | nt | -6% | 5
CC1=C(C(=O)NCc2ccccc2)C(c2cc(Br)cc(Br)c2OC(C)C)NC(=O)N1 (configuration not stated) | -24% | -1% | -18%[7.66 µM] | -5% | 0.2% | 1%[46.1 µM] | -4% | -5% | 1% | 18
COc1cc(C2C(C(=O)c3ccco3)=C(O)C(=O)N2CCc2ccccc2)ccc1O (configuration not stated) | -11% | -5% | 12% | 9% | -0.1% | -5% | -4% | 0% | 7% | 0
O=C(Nc1ccccc1NC(=O)c1ccco1)c1ccccc1 | -16% | 1% | -2% | -11% | 0.4% | -3% | -2% | -2% | 42%[activator] | 2
CN(Cc1ccc(C#CCCO)cc1)CC1CCCN(CCc2ccc(Cl)cc2)C1 (configuration not stated) | -38% | 2% | -13% | -7% | -3.1% | 0% | 2% | 0% | 15% | 4
CCOC(=O)N1CCN(C(=O)c2ccc3c(=O)n(Cc4ccc(OC)cc4)c(=S)[nH]c3c2)CC1 | -22% | -3% | -10% | 13µM* | -0.6% | -6% | -7% | 2% | -5% | 0
COc1cc(CNC2CCCC2)cc(Cl)c1OCc1ccccc1F | -26% | 11% | -59%[inhibitor] | 0% | -0.6% | 1% | -9% | 0% | ? | 0
CN(Cc1ccccc1)C(=O)CCS(=O)(=O)c1cc2c(cc1Cl)NC(=O)CO2 | 20% | -4% | -4% | -8% | 0.0% | -2% | -12% | 4% | nt | 22
O=C(CN1CCCCC1)N/N=C/c1ccccc1OCc1ccccc1 | -2% | 1% | 16% | -6% | -0.1% | 0%[46.1 µM] | 0% | 25% | 5% | 1
CC(=O)CC1(OC(C)=O)C(=O)N(C)c2ccccc21 (configuration not stated) | -47% | -2% | -33%[inhibitor] | ? | 0.0% | nt | 1% | -11% | -11% | 3
COc1ccc(NC(=S)N(CCCN2CCOCC2)C(C)c2cc3ccccc3o2)cc1 (configuration not stated) | -14% | -4% | -19% | -6% | -1.1% | -2% | 0% | 3% | 2% | -2
COc1cc(C(=O)Oc2ccc(/C=N/NC(=O)c3ccncc3)cc2)cc(OC)c1OC | -15% | 6% | -19% | 6% | -0.9% | 7% | 0% | 10% | -4% | -2
COc1ccccc1C/C(N)=N/OC(=O)c1ccc2c(c1)OCO2 | 14% | 6% | -10% | 9% | 0.0% | 4% | -12% | ? | -10% | -2
COc1cc(SC)ccc1C(=O)Nc1ccon1 | ? | 3% | 14% | ? | -0.3% | nt | -5% | ? | 5% | 0
NS(=O)(=O)c1ccc(NC(=O)NC2CC(=O)N(c3ccc4c(c3)OCCO4)C2)cc1 (configuration not stated) | -6% | 7% | 10% | -4% | -0.3% | 0% | -1% | 8% | nt | -3
CC1=CC(C)(C)N(C(=O)CCl)c2cc(C)ccc21 | 0% | 1% | -12% | -14% | -0.5% | -9% | -2% | 1% | 3% | 3
S=c1[nH]nc(-c2ccccc2Cl)n1Cc1ccccc1 | -19% | -3% | -10% | 17% | -0.3% | -5% | -3% | -3% | 1% | 2
CCN(CC(=O)Nc1cccc(S(=O)(=O)N2CCCCC2)c1)Cc1ccccc1 | -23% | 15% | -29% | -2% | 0.1% | 8% | -1% | 2% | nt | 28
c1ccc(-c2cn(-c3ccccc3)c3[n+]2CCCS3)cc1 | -47% | 8% | -5% | 21µM* | -0.9% | -5% | -2% | 4% | -7% | 1
O=C(NCCCN1CCOCC1)c1ccc2c(c1)N(Cc1ccc(Cl)cc1)C(=O)c1ccccc1S2=O (configuration not stated) | 6% | -10% | -4% | 20% | -1.1% | -8% | 2% | -9% | 14% | 15
O=C(CN1C(=O)COc2ccccc21)NCc1ccccn1 | 21% | 5% | 4% | 24% | -0.2% | -3% | -4% | 5% | -17% | 3
COC(=O)c1c(C)[nH]c(C(=O)C(C)OC(=O)C2=NNC(=O)CC2)c1C (configuration not stated) | -13% | -3% | -8% | -1% | -0.2% | 2% | -6% | -4% | -5% | 0
COc1ccc(-c2noc(CCC(=O)N3CCN(c4ccc(C(F)(F)F)cc4)CC3)n2)cc1 | 1% | 12% | 15% | ? | -0.3% | 5%[46.1 µM] | -3% | 15% | nt | nt
CCOC(=O)c1c(NC(=O)CN2C(=O)NC(C)(c3ccc(Cl)cc3)C2=O)sc(C(=O)NC)c1C (configuration not stated) | -60% | -4% | -28% | 18µM* | 7.7% | -4%[46.1 µM] | 0% | -9% | 2% | 2
O=C(/C=C/c1ccccc1Cl)N1CCN(c2ncccn2)CC1 | 28% | -4% | -1% | 16% | -1.1% | -1%[46.1 µM] | -6% | -2% | 8% | 15
CCc1ccc(S(=O)(=O)NCc2ccc(N3CCN(C)CC3)cc2)cc1 | -1% | -7% | 17% | 10% | 0.0% | -1% | 0% | -2% | 1% | 1
Cc1ccc2nc(NC(=O)COC(=O)CSc3nc(C)cc(C)n3)sc2c1 | 10µM* | -2% | 2%[7.66 µM] | ? | 0.5% | nt | -6% | ? | 5% | 1
COc1ccc(C(=O)COC(=O)CNC(=O)c2ccc(OC)cc2)cc1 | 0% | 3% | -18% | -9% | -0.2% | 3% | -1% | -1% | 8% | 3

Rows were taken by chance. Share with any hit: about 3.8%.
